NR1D1 modulator = Rev-erb alpha (human) modulation; Rev-erbα–FITC-DNA binding, fluorescence polarization, 90 min; P20393; 0.79% of 370,000 active; activity, % at 10 µM;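 active = activity above about 14%, limit read from the data; passing the limit was not always enough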;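 also: 0% = DMSO wells with 35 nM protein and 100% = DMSO wells with 750 nM protein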
SIAE inh = blocks human sialic acid acetylesterase; 0.69% of 370,000 active; SIAE FP-Rh probe binding, fluorescence polarization; inhibition, % at 9.66 µM; Q9HAT2;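 active = inhibition above a cutoff: mean of compounds within the control limits plus 3 SD of those, cut at about 17% in these data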;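 also: 0% = plate median of compound wells and 100% = probe without SIAE protein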
TDP2 absorb = blocks human TDP2 phosphodiesterase activity; 0.34% of 370,000 active; O95551; recombinant TDP2, T5PNP hydrolysis, p-nitrophenol absorbance 415 nm; inhibition, % at 12.8 µM; AID 720702;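 active = inhibition above the mean of all tested compounds plus 3 SD, set per campaign, cut at about 25% in these data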;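 also: 0% = DMSO with enzyme and 100% = buffer with substrate but no TDP2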
Target sequence (O95551 whole entry, looked up): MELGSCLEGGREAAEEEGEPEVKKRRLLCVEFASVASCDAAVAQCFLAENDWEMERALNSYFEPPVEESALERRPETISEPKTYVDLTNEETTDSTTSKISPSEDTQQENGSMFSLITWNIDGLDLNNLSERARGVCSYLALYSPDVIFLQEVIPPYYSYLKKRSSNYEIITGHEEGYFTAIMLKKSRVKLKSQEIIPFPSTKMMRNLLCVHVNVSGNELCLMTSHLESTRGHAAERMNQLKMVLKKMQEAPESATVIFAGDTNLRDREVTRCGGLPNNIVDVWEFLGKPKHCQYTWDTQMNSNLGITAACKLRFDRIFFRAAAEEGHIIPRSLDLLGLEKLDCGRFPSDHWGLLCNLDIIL
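Read-out basis: percent inhibition. System: recombinant human TDP2. Buffer or medium: Mg2+-containing Tris-HCl buffer, pH 7.5. Repeats: single replicate. Timing: reaction 2 h, 37 °C. Benchmarks: high control without enzyme, low control DMSO plus TDP2. Probe or stimulus: 5 mM T5PNP. Doses: 12.8 µM only. Measured by: epi absorbance of p-nitrophenol freed from T5PNP by hydrolysis.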
PG9 Ab binder = PG9 antibody binding by small molecule | TR-FRET gp120-PG9 antibody binding | inhibition, % at 6.7 µM | 0.43% of 360,000 active; in the data active = inhibition above about 8.5%
PRMT1 FP inh = blocks human protein arginine methyltransferase 1. 1.3% of 370,000 active. inhibition, % at 2.79 µM. Q99873. recombinant PRMT1, activity-based probe fluorescence polarization;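 active = inhibition above about 21% made by adding two undisclosed values, limit read from the data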
Target sequence (Q99873 whole entry, looked up): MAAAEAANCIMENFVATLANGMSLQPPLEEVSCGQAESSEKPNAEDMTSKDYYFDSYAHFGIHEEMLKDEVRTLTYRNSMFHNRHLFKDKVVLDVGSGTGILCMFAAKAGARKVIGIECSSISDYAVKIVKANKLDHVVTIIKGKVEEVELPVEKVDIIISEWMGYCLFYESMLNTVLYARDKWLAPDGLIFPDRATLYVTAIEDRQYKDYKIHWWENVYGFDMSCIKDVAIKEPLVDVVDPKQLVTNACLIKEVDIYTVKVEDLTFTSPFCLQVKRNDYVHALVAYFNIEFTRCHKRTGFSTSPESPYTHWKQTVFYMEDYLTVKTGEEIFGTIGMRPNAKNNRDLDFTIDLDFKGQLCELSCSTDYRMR
rCAG binder = binds r(CAG) RNA repeats. r(CAG) RNA repeat, TO-PRO-1 dye displacement fluorescence. inhibition, % at 3 µM. 1.3% of 370,000 active;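 active = inhibition above the plate cutoff, the mean of all test compounds on that plate plus 3 SD, cut at about 35% in these data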;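 also: 0% = DMSO alone and 100% = 100 µM mitoxantrone as full dye displacement; higher means more dye released from RNA so lower well fluorescence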
HTRA1 inh = inhibitors of human serine peptidase HTRA1; Q92743; recombinant HTRA1, FP-rhodamine activity-based probe, fluorescence polarization; inhibition, % at 5.96 µM; 0.5% of 340,000 active; AID 504803; in the data active = inhibition above about 36%;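 also: 0% = enzyme with DMSO and 100% = wells lacking enzyme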
ABHD4 inh = ABHD4 (mouse) inhibition, primary FP screen; Q8VD66; purified mABHD4, FP-Rh probe fluorescence polarization; inhibition, % at 8.92 µM; 0.54% of 370,000 active;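 active = inhibition exceeding the mean over every tested compound plus 3 SD, cut at about 30% in these data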;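 also: 0% = plate median of compound wells and 100% = S159A mutant with DMSO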
Target sequence (Q8VD66 whole entry, looked up): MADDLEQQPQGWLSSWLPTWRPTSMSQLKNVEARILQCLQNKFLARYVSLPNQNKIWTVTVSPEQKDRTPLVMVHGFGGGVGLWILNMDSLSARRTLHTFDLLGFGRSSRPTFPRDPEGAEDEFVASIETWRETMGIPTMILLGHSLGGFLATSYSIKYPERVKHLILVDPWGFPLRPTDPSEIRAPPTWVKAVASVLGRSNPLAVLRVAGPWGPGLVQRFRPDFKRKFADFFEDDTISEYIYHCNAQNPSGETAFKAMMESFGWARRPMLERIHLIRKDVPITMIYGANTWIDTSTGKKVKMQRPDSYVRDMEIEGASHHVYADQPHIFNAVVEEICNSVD
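Assay system: Wild-type mouse ABHD4 protein | Medium: HEPES pH 7.0 buffer, 150 mM NaCl, 0.01% Pluronic F-127 | Incubation: Enzyme–compound pre-incubation 45 min, then probe 60 min, both 25 °C | Technique: Fluorescence polarization with parallel and perpendicular emission, 525/598 nm | Evaluation: % inhibition of FP-Rh probe binding versus controls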
TCR-CD3 inh = human TCR-CD3 binding inhibition; TAMRA-labeled TCR probe fluorescence, biochemical; inhibition, % at 9.4 µM; 0.37% of 360,000 active; in the data active = inhibition above about 19%;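 also: recombinant mutant TCR 2C K166C tagged with TAMRA read by polarization; 0% = receptor in buffer alone and 100% = receptor with positive control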
LEDGF integ inh = blocks HIV-1 LEDGF/p75-dependent DNA integration; TR-FRET IN-LEDGF/p75 DNA integration, Eu/Cy5; inhibition, % at 3.7 µM; 0.64% of 370,000 active; AID 743269;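 active = inhibition above the screen-wide mean plus 3 SD, cut at about 13% in these data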;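 also: signal is the Cy5 over europium emission ratio at 671 and 618 nm; 0% = plate median of compound wells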
Numbers without * were called inactive; · = not tested or not shown. Not all compounds are listed. The share of hits here may be higher or lower than overall.

Every second line gives: NR1D1 modulator	SIAE inh	TDP2 absorb	PG9 Ab binder	PRMT1 FP inh	rCAG binder	HTRA1 inh	ABHD4 inh	TCR-CD3 inh	LEDGF integ inh
CC(=O)c1cccc(NC(=O)C(OC(=O)c2ccccc2NS(=O)(=O)c2cccs2)c2ccccc2)c1 (stereo not given)
 : -3	-82	10	-1.6	1	43*	-45	-59	10	-2
CSCc1c(C(=O)Nc2ccccc2N2CCOCC2)oc2ccccc12
 : 2	1	-13	-3.5	-2	3	-2	2	0	3
O=C1NC(=O)C2(CCCCC2C2CCCCC2)N1 (stereo not given)
 : -2	4	6	-1.9	0	-1	-1	2	-4	3
Clc1ccc(-c2csc(Nc3cccnc3)n2)cc1
 : -2	-1	-28	-0.2	2	5	-3	-2	-19	6
O=C1CC(c2ccccc2)=Nc2ccccc2N1Cc1ccccc1
 : 6	6	-9	-1.3	-3	-1	-8	-5	3	3
CCCNC(=O)CNC(=S)N(Cc1cc(OC)c(OC)c(OC)c1)C1CCCC1
 : 0	-2	3	-0.1	2	-4	-2	-1	-1	0
O=[N+]([O-])c1ccc(Cl)cc1Sc1nc2ccccc2o1
 : 2	5	9	0.4	2	-4	1	6	3	0
CCc1c(-c2ccccc2)[n+](=O)c2c(n1[O-])CCC2
 : -2	-2	7	1.4	-2	0	3	0	3	-1
CN=C(C)C1=C(O)C(C(=O)OC)C(C)(C)CC1=O (stereo not given)
 : -3	8	9	1.1	1	2	8	9	-7	10
O=C(NCCCN1CCOCC1)c1ccc(CNS(=O)(=O)c2ccc(F)cc2)cc1
 : 2	1	12	-0.6	-3	-1	-5	2	0	-2
Cc1ccccc1N1CCN(S(=O)(=O)c2ccccc2)CC1
 : -4	-2	-6	2.5	0	-4	-9	-7	5	-2
CCCCNC(=S)Nc1ccc2[nH]c(=O)[nH]c2c1
 : 0	7	-3	-2.4	-4	-2	6	-8	-5	5
COc1ccc(NC(=O)CCNS(=O)(=O)c2cccc3nsnc23)cc1
 : 6	-1	7	-0.4	-2	3	8	1	3	-4
CC(=O)Nc1ccc(S(=O)(=O)Nc2cccc(C(=O)NC(C)(C)C)c2)cc1
 : 0	4	-2	-1.4	-2	-1	-6	-6	1	9
CCNC(=O)Cn1cnc2c1c(=O)n(C)c(=O)n2C
 : -4	4	-5	-0.8	-1	-3	-1	3	13	-8
COc1ccc(OC)c(NC(=O)c2[nH]c(C)c(C(C)=O)c2C)c1
 : 31*	-9	-5	-1.1	-1	-2	3	-7	1	1
CCc1[nH]nc2c1C1(CCN(C(=O)c3ccccc3)CC1)C(C#N)=C(N)O2
 : -2	-3	-2	0.1	0	0	-4	3	9	1
COc1ccc(S(=O)Cc2ccc(C(=O)N3CCN(C(=O)c4ccco4)CC3)o2)cc1 (stereo not given)
 : 3	-3	6	-0.7	-1	-4	0	13	9	2
COC(=O)C1=NN(N=O)C2(CC(=O)N(c3cc(C)cc(C)c3)C2=O)C1 (stereo not given)
 : -7	-8	-14	0.5	3	14	4	4	8	-1
Cc1ccc(CN(Cc2ccco2)C(=S)NCC(=O)O)cc1
 : -2	-7	-12	1.9	5	9	-10	-7	-5	0

The listing continues:
Every second line gives: NR1D1 modulator	SIAE inh	TDP2 absorb	PG9 Ab binder	PRMT1 FP inh	rCAG binder	HTRA1 inh	ABHD4 inh	TCR-CD3 inh	LEDGF integ inh
CC(=O)N(C)c1ccc(N=Nc2c(C)[nH]n(C(N)=S)c2=O)cc1
 : 2	1	-15	-13	1	2	-6	4	6	-5
O=S(=O)(NC1CCCCC1)c1ccc(F)c2ccccc12
 : -2	-10	-13	-1.8	-3	0	-21	-6	1	-4
CN(Cc1nc2c(s1)CCCC2)C(=O)CCc1nnc(-c2ccc3c(c2)OCO3)o1
 : -4	5	7	-0.9	1	-2	3	-6	10	4
COc1ccc(C2C(C(=O)c3ccccc3)=C(C)Nc3nc4ccccc4n32)cc1OC (stereo not given)
 : 1	6	7	-0.3	1	2	2	4	2	1
Cc1ccccc1CN1CCN(Cc2ccccc2C(F)(F)F)CC1
 : -3	2	12	-0.7	1	-5	-8	13	-2	5
O=C(c1ccc2c3c(cccc13)C(=O)N(O)C2=O)N1CCCCC1
 : -4	-1	5	-1.0	-4	0	-1	-1	8	-2
COc1ccccc1CN(C)C(=O)COC(=O)c1ccc(Cl)nc1
 : 1	3	7	1.7	-3	-1	2	-3	10	0
CCCC1CCC(C2=N/C(=C\c3ccc(OC)c(OC)c3)C(=O)O2)CC1 (stereo not given)
 : -1	7	-3	-2.0	-3	8	4	2	3	1
COC(=O)c1ccc2[nH]c([C@H](C)O)c([C@H](C)O)c2c1
 : -1	-2	4	0.2	4	12	-24	-9	-7	-2
Cc1cc(C)c2nc(N3CCCC(C(=O)N4CCC(C(N)=O)CC4)C3)sc2c1 (stereo not given)
 : 2	1	13	-2.0	2	-4	-4	2	4	-1
CCOc1cc2[nH]c(=S)n(CCCN(CC)CC)c(=O)c2cc1OCC
 : -3	-3	-7	-1.1	-1	-1	1	6	0	-2
Cn1c(OCC2CCCO2)nc2cc(-c3ccccc3)sc2c1=O (stereo not given)
 : -5	-16	17	0.3	0	2	·	0	-1	2
COc1ccccc1NC(=O)N1c2ccccc2NC(=O)CC1C (stereo not given)
 : -2	-1	-1	-2.7	-2	-4	-4	-21	7	5
COc1ccc(/C(N)=N/OC(=O)CCc2ccccc2)cc1
 : -2	-2	-17	-2.5	-10	-4	2	2	6	-3
O=C(Nc1nc(-c2ccc(Cl)cc2Cl)cs1)C1CCCO1 (stereo not given)
 : 6	4	-9	-2.1	-1	1	-14	-8	-3	3
CSCCC(NS(=O)(=O)c1cccs1)C(=O)NCc1cccs1 (stereo not given)
 : 3	-2	7	-0.8	3	-2	11	0	-2	0
Cn1c(NC(=O)c2ccccc2)c(-c2cccs2)c(=O)c2ccccc21
 : 7	2	0	1.9	0	1	-2	8	-3	-3
COc1ccc(NS(=O)(=O)c2ccc(-c3coc(C)n3)cc2)cc1
 : 4	-2	-6	-1.1	-8	-1	-7	-3	5	3
O=C(CC(O)(c1ccccc1)c1ccccc1)Nc1ccccn1
 : -9	-3	-2	-1.2	0	2	-2	-1	2	0
Cc1ccc(C(=O)Nc2cccc(-c3nc4ncccc4o3)c2)cc1
 : -4	-15	-13	-1.1	12	2	-25	-32	-5	-4

Some of these compounds in order of formula weight, high to low.
Every second line gives: NR1D1 modulator	SIAE inh	TDP2 absorb	PG9 Ab binder	PRMT1 FP inh	rCAG binder	HTRA1 inh	ABHD4 inh	TCR-CD3 inh	LEDGF integ inh
COc1ccc(C2C(C(=O)c3ccccc3)=C(C)Nc3nc4ccccc4n32)cc1OC (stereo not given)
 : 1	6	7	-0.3	1	2	2	4	2	1
CCOc1cc2[nH]c(=S)n(CCCN(CC)CC)c(=O)c2cc1OCC
 : -3	-3	-7	-1.1	-1	-1	1	6	0	-2
Cn1c(NC(=O)c2ccccc2)c(-c2cccs2)c(=O)c2ccccc21
 : 7	2	0	1.9	0	1	-2	8	-3	-3

The listing continues:
Every second line gives: NR1D1 modulator	SIAE inh	TDP2 absorb	PG9 Ab binder	PRMT1 FP inh	rCAG binder	HTRA1 inh	ABHD4 inh	TCR-CD3 inh	LEDGF integ inh
Fc1ccc(CNCC2CCCO2)cc1 (stereo not given)
 : 6	-3	-6	0.6	-2	0	8	3	3	1
CSc1ncc(Sc2ccccc2)c(C(=O)O)n1
 : 6	4	19	-1.0	4	-1	5	1	8	-2
CCC/C(=C1/C(=O)CC(C)(C)C(C(=O)OC)C1=O)N1CCCC1 (stereo not given)
 : -1	0	2	-0.4	-2	-2	5	0	0	2
O=C(N1CCOCC1)N1CCN(c2ccccn2)CC1
 : 2	2	2	0.6	-1	2	3	5	0	2
Cc1nnc(C)n1/N=C/c1cc2ccccc2nc1Cl
 : -1	3	-1	-2.2	0	-1	-1	11	-8	-4
Fc1ccccc1CSc1nnc(-c2cccs2)o1
 : 7	-2	3	-1.0	-1	-6	-10	3	-2	0
COc1ccc(-c2nc3cc(NC(=O)Cc4ccc(OC)c(OC)c4)ccc3o2)cc1
 : -9	2	3	0.4	-4	9	-11	-8	-5	1
Cc1cccc(C)c1OCc1cc(C(=O)N2CCC(c3ccncc3)CC2)no1
 : 0	-3	-2	1.5	2	-4	-4	-7	-5	-4
NC(N)=NS(=O)(=O)c1ccc(NC(=S)NC(=O)c2ccncc2)cc1
 : 0	3	9	0.1	3	4	-47	0	4	-2
O=C(NCC(c1cccnc1)N1CCN(c2ccc(F)cc2)CC1)c1ccccc1 (stereo not given)
 : -5	2	-2	-1.0	1	1	6	3	-6	4
CCCCOP(=O)(c1ccc(N(C)C)cc1)C(O)c1ccc(OC)cc1 (stereo not given)
 : 0	9	13	-0.9	-3	-2	-2	-6	6	1
CCN(CC(=O)Nc1ccccc1Br)C1CCCCC1
 : 4	12	-2	0.9	0	-7	-5	-2	-2	0
CCOc1ccc(N2C(=O)CC(Sc3nc(C)cc(C)c3C#N)C2=O)cc1 (stereo not given)
 : -4	-5	1	-7.8	6	-1	2	-9	0	-1
COc1ccc(-c2csc(C(C)(O)c3ccc(F)c(F)c3)n2)cn1 (stereo not given)
 : 1	-3	0	1.1	-1	1	·	-5	-1	4
CCOc1ccccc1CNC(=O)CCCn1ncn2c(cc3occc32)c1=O
 : 6	9	12	0.1	1	1	1	13	-5	-1
CCn1ccc(C(=O)Nc2ccc(Cl)cn2)n1
 : 3	-1	12	-3.1	-3	2	-4	-3	8	-2
CC1=C(C(=O)N2CCCCCC2)CC(CC(=O)NCCCCc2ccccc2)C(=O)N1CCC1=CCCCC1 (stereo not given)
 : -11	4	-5	-0.1	0	2	·	6	10	-2
Cc1cc(=O)oc2cc(OCC(=O)N3CCN(c4ccccc4)CC3)ccc12
 : -6	-1	-5	-1.4	-1	2	-6	3	-5	0
COc1ccc(Cl)cc1C(=O)NCCCSc1ccccc1
 : 5	-6	16	-1.7	0	1	-23	-1	6	3
CC1(c2nnnn2Cc2ccccc2)CCC(=O)N1CCCN1CCOCC1 (stereo not given)
 : 3	-2	-2	0.4	1	-1	·	1	6	-4

(further entries)
Every second line gives: NR1D1 modulator	SIAE inh	TDP2 absorb	PG9 Ab binder	PRMT1 FP inh	rCAG binder	HTRA1 inh	ABHD4 inh	TCR-CD3 inh	LEDGF integ inh
CCc1ccc2oc(-c3ccc(OC)cc3)cc(=Nc3cccc(C(=O)O)c3)c2c1
 : -11	-3	-5	-1.2	2	18	-38	2	-3	-7
Cc1n[nH]c(C)c1S(=O)(=O)N(CC(=O)N1CCc2ccccc21)c1ccc(C(C)C)cc1
 : -5	-3	-5	1.0	-4	6	-17	-7	0	2
CC1CC(C)CN(C(=O)c2cccc(S(=O)(=O)N(C)c3ccccc3)c2)C1 (stereo not given)
 : -3	3	3	2.3	-1	-7	-3	2	3	-2
O=[N+]([O-])c1ccc(CNCc2cc(Cl)ccc2O)cc1
 : -4	6	2	-1.5	-1	4	-1	2	8	-2
CN(CC(=O)Nc1cccc(F)c1)CC(=O)Nc1cccc(S(=O)(=O)N(C)c2ccccc2)c1
 : 3	-15	-1	-0.1	7	7	-44	-10	-9	6
Cc1cccc(NC(=O)CNC(=O)c2ccc3c(c2)OCO3)n1
 : 3	-6	-8	-1.5	-1	2	2	-3	4	4
CNC(=S)NCCN1CCOCC1
 : 1	-11	7	-0.6	-3	0	-1	1	6	0
